Screens (PubChem)
ER stress rescue – protection against thapsigargin-triggered cell killing – 384-well, CSM14.1, ATP luminescence, primary screen (AID 1222) | one-dose cellular ATP content (survival), % at 20 µM; EC50 in µM for titrated hits | 190,000 tested, under 10 active | CSM14.1 thapsigargin-induced death rescue, ATP luminescence; higher % means a stronger effect;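 active = EC50 below 50 µM in the dose-response confirmation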;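 note: death triggered by thapsigargin at about 15 µM added after 2 h compound pretreatment; cell ATP read after overnight thapsigargin exposure of roughly 18 to 22 hours; normalized against plate controls of thapsigargin alone and 5% DMSO vehicle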
MT stabilizer – microtubule stabilizers in HeLa cells | AID 2205 | HeLa tubulin immunostaining HCS, 24 h; share of cells brighter than vehicle mean+2SD | % tubulin-high responders, % at 10 µM | actives 0.83% (n = 200,000);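 active = plate Z-score above 3 for both tubulin-high and condensed-nucleus cell shares, with cell loss under 80%, at 10 µM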;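 note: anti alpha tubulin signal scored within the nucleus-defined area of each cell; some results filed as inactive read as strong as hits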
Dynein transport – dynein cargo transport inhibition. 3617.4 mouse cells, GR-EGFP nuclear translocation imaging; test concentration mostly 20 µM; stimulated with dexamethasone, 1 µM; stronger effect = lower value. z-score, hits read low. actives 0.47% (n = 220,000);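 active = plate z-score of nuclear minus cytoplasmic receptor signal below a set negative limit, without overly bright fluorescence or cell loss, cut at about -3.5 in these data, passing the limit was not always enough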;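 note: z-score of nuclear minus cytoplasmic ring GR-EGFP intensity difference per well; some compounds called inactive have numbers as strong as hits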
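Medium: Induction medium lacking tetracycline, stripped serum | Probe or stimulus: 1.0 µM final dexamethasone stimulus | Schedule: 48 h induction, then 1 h compound, then 30 min agonist, 37 °C | Signal: Automated 10x imaging of fixed Hoechst-stained cells | Evaluation: Per-cell GR-EGFP intensity, nucleus versus surrounding cytoplasmic ring, well-averaged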
XIAP antagonists – XIAP antagonists, biochemical, IAP family, fluorescence polarization (AID 1018); XIAP BIR domain, fluorescence polarization peptide displacement; higher % means a stronger effect; actives 0.007% (n = 200,000); displacement, % at 20 µM, or IC50 in µM where a hit was titrated; in the data active = displacement above about 50%; note: a part of the inactive calls stands beside numbers as strong as those of hits
Ins promoter up – MIN6 insulin promoter up-regulation | MIN6 insulin promoter-GFP reporter, high-content imaging; stronger effect = higher value | z-score at 5 µM | actives 0.3% (n = 190,000) | AID 1625;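 active = z-score above 3 at 5 µM with at least 500 cells counted in the well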
Hep lipid drop – modulators of hepatic lipid droplet formation; AML12 mouse hepatocytes, oleate lipid droplets, BODIPY imaging; inhibition, % at 6.5 µM; actives 0.4% (n = 240,000); AID 1656;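 active = lipid droplet intensity inhibited by at least 50%, with more than 500 cells counted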
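Test system: AML12 hepatocytes (mouse); reagent: oleate loading, 100 µM; dosing: one dose, 6.5 µM compound; incubation: overnight exposure; signal: fluorescence imaging, 20x objective, two fields per well; read-out basis: % inhibition of corrected integrated BODIPY droplet signal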
Autophagy mod – alters autophagy in cells. MEF GFP-LC3 puncta imaging; test concentration mostly 10 µM. AID 463193. calls only at 10 µM (by protocol). actives 0.98% (n = 190,000);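 active = percentage of spot-positive cells more than 3 SD above its plate mean, without a fluorescence outlier flag or 80% toxicity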;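 note: spot-positive cell cutoff set from DMSO-treated cells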
b-catenin transl – modulators of beta-catenin nuclear translocation; HeLa beta-catenin nuclear translocation, immunofluorescence imaging; nuclear translocation activity, % at 5 µM; actives 0.3% (n = 190,000);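 active = nuclear translocation activity above 50% at 5 µM, with a well cell count of 50 or more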;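 note: per-cell ratio of nuclear to cytoplasmic median beta-catenin stain intensity; plate controls were DMSO negative control for no effect and GSK-3 inhibitor IX positive control for full effect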
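Technique: fluorescence imaging of beta-catenin antibody stain plus DAPI / Material: human HeLa cell line / Incubation: compound treatment 24 h, 37°C, 5% CO2 / Read-out basis: % activation of per-cell nuclear versus cytoplasmic median beta-catenin signal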
WT yeast gro inh – growth inhibition of WT yeast, mitochondrial fusion screen. mitochondrial fusion phenotypic screen, WT strain. inhibition, % at 10 µM. actives 2.1% (n = 190,000); in the data active = inhibition above about 58%; tested in S. cerevisiae
WT yeast gro inh mutant strain – second read-out of WT yeast gro inh, no call of its own (marks repeat the call); inhibition, %; mitochondrial fusion phenotypic screen, mutant strain inhibition
Dynein transport cytoplasmic EGFP – further read-out of Dynein transport, marked with its call; z-score; measured here: cytoplasmic GR-EGFP intensity; stronger effect = higher value
Dynein transport nuclear GR-EGFP – further read-out of Dynein transport, marked with its call; z-score; measured here: nuclear GR-EGFP intensity;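 lower value marks the stronger effect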
Dynein transport cell count – recorded beside Dynein transport, whose call it bears; z-score; measured here: cell count per field
Ins promoter up cell count – recorded beside Ins promoter up, whose call it bears; cell count; measured here: cytotoxicity, nuclei count;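 total cells summed across four imaged fields per well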
Hep lipid drop cells 6.5 µM – further read-out of Hep lipid drop, marked with its call; cell count; measured here: cell count, cytotoxicity flag;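 cells counted across two imaged fields per well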
b-catenin transl cell count 5 µM – further read-out of b-catenin transl, marked with its call; cell count; measured here: cell count, cytotoxicity flag
MT stabilizer Hoechst-high % – recorded beside MT stabilizer, whose call it bears; % Hoechst-high responders; measured here: nuclear condensation Hoechst responders;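 share of cells brighter than vehicle mean plus two SD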
MT stabilizer cytotoxicity % – also measured in MT stabilizer; calls as there; toxicity, %; measured here: cytotoxicity by cell density;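 0% = mean cell density of plate MIN control wells and 100% = no cells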
Autophagy mod cell loss 18 h – second read-out of Autophagy mod, no call of its own (marks repeat the call); toxicity, %; measured here: cell loss, nuclei count;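 cell loss after 18 h compound exposure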
An asterisk follows results filed as active; i = inactive; / = not tested or not shown.

SMILES | ER stress rescue | MT stabilizer | MT stabilizer Hoechst-high % | MT stabilizer cytotoxicity % | Dynein transport | Dynein transport cytoplasmic EGFP | Dynein transport nuclear GR-EGFP | Dynein transport cell count | XIAP antagonists | Ins promoter up | Ins promoter up cell count | Hep lipid drop | Hep lipid drop cells 6.5 µM | Autophagy mod | Autophagy mod cell loss 18 h | b-catenin transl | b-catenin transl cell count 5 µM | WT yeast gro inh | WT yeast gro inh mutant strain
CCCn1c(NC(=O)C23CC4CC(CC(O)(C4)C2)C3)nc2ccccc21 | 1.3% | 1.4 | 1.9 | 5.9 | 0.26 | -0.19 | 0.028 | 0.62 | -2.1% | -0.2 | 1296 | 0 | 650 | i | -1 | 2.3 | 1008 | -5 | -14
CCC(C)(C)n1nnnc1CN(Cc1ccco1)Cc1cc2cc3c(cc2[nH]c1=O)OCO3 | -0.1% | 3.7 | 2.1 | 9.4 | -0.42 | 0.17 | 0.25 | -0.37 | -3.7% | / | / | / | / | i | 7 | -4.4 | 886 | -1 | -17
COc1ccc(-n2nc(C(=O)Nc3ccc(OC)c(OC)c3)c3c4ccccc4n(C)c3c2=O)cc1 | -4.0% | 2.3 | 2.2 | 2.2 | -0.85 | -0.26 | -0.63 | 1 | 47% | -1.3 | 895 | -2 | 746 | i | -4 | 9.4 | 1108 | -7 | -13
CCCNC(=O)Nc1ccc(F)c(Cl)c1 | -1.6% | 3.0 | 2.9 | 5.3 | -0.022 | -0.28 | 0.31 | -0.52 | -3.1% | 0.19 | 1393 | 3 | 727 | i | 11 | 0.1 | 1438 | 4 | -1
NC/C(=N\O)c1ccc(Cl)cc1Cl | -0.7% | 2.9 | 2.6 | 20 | -0.29 | -0.22 | -0.21 | 0.79 | -15% | -0.7 | 1291 | / | / | i | 6 | 0.5 | 1201 | 10 | 1
O=C1NN=C(c2ccc(Cl)cc2)CC1c1cccc(Cl)c1 (stereo not drawn) | -2.5% | 1.3 | 1.6 | 11 | -0.54 | 0.00099 | -0.37 | 0.44 | -8.9% | 1.7 | 928 | -5 | 710 | i | -5 | -3.6 | 957 | 48 | 51
Nc1ccn(Cc2cccc(F)c2)n1 | 0.7% | 3.2 | 2.0 | 6.9 | -0.53 | 0.32 | 0.08 | 1 | -4.3% | -0.23 | 1564 | 0 | 683 | i | -2 | 2.0 | 896 | 2 | 3
COc1ccc(-c2cc(C(=O)Nc3cc(C)nn3-c3ccccc3)no2)cc1 | -1.7% | 2.9 | 1.4 | 1.1 | 0.29 | -0.082 | 0.29 | -1.1 | -4.9% | -0.49 | 978 | / | / | i | -4 | -0.2 | 746 | -8 | 1
CC(C)N(CCO)C(=O)CCc1nnc(CCCc2ccccc2)o1 | 1.1% | 3.2 | 2.1 | 3.6 | -0.34 | -0.22 | -0.27 | 0.069 | 1.6% | / | / | 14 | 676 | i | 10 | 0.1 | 1544 | -1 | -22
COc1cccc(C2=CC(c3cccc(OC)c3OC)n3nnnc3N2)c1 (stereo not drawn) | -3.4% | 23* | 37* | 55* | -0.37 | -0.094 | 0.068 | -0.43 | -4.8% | 0.39 | 1169 | 2 | 840 | i | 12 | -0.1 | 1015 | 9 | 13
O=C(O)CC(SCC(=O)Nc1ccc(Br)cc1)C(=O)O (stereo not drawn) | -0.9% | 2.9 | 1.9 | 1.0 | -0.72 | -0.29 | -0.37 | 1 | -7.2% | 0.04 | 1499 | -3 | 673 | i | 11 | -1.3 | 1039 | -4 | 2
Cc1ccn2c(C(=O)N/N=C\c3cccs3)c(C)nc2c1 | -0.3% | 2.5 | 1.5 | 9.4 | -0.1 | -0.23 | -0.22 | 1.1 | 2.0% | -0.01 | 1809 | -4 | 674 | i | 9 | -1.1 | 1059 | -5 | 0
O=C1c2ccccc2C(=O)N1n1cccc1 | 0.1% | 2.5 | 3.5 | 12 | 0.3 | -0.3 | -0.18 | -0.15 | -45% | 0.46 | 1247 | -4 | 701 | i | 1 | -2.6 | 514 | -3 | -21
COc1ccc(C/C(O)=C(\C#N)c2nc3ccccc3s2)cc1 | / | 4.8 | 3.2 | 5.2 | -0.39 | -0.18 | -0.43 | 1.5 | -2.7% | 0.09 | 1266 | 3 | 715 | i | -9 | / | / | 17 | 9
COc1ccc(-n2cccc2/C=C2\C(=N)N3N=C(c4ccco4)SC3=NC2=O)cc1 | / | 2.1 | 2.5 | 12 | 1.3 | -0.095 | 0.71 | -0.69 | -17% | -0.41 | 1138 | -2 | 697 | i | -17 | 0.5 | 1098 | 13 | -41
Cc1ccc(/C=N/NC(=O)CNC(=O)c2cccs2)o1 | / | 2.1 | 3.2 | 8.5 | -0.13 | -0.34 | -0.1 | 0.14 | -11% | 0.47 | 1302 | 5 | 697 | i | -7 | 0.1 | 1007 | -26 | 11
CC(=O)Oc1ccc(C(=O)NCCc2ccccc2)cc1 | -1.4% | 4.0 | 1.9 | 5.1 | -0.75 | 0.21 | -0.36 | -1.2 | -3.8% | -0.01 | 1239 | 9 | 664 | i | 11 | 0.5 | 1089 | -2 | -13
CCc1ccc(/C=C/C(=O)c2c(C)cc(C)[nH]c2=O)cc1 | -1.2% | 5.4 | 1.9 | 10 | -4* | 0.14* | -1.8* | 0.0016* | 2.0% | 0.08 | 1572 | -11 | 628 | i | 6 | 0.8 | 1058 | -14 | -128
CCCCn1c(=O)[nH]c(=O)c2c1nc(COC(=O)c1c(C)noc1C)n2CCC | 0.1% | 2.2 | 1.1 | 9.0 | 4.8 | 0.18 | 2.8 | -2.5 | -1.1% | -1.1 | 1203 | / | / | i | 6 | -4.5 | 978 | 9 | 13
Cc1ccc2nc3c(cc2c1)c(NC(=O)C1CCCO1)nn3CC(C)C (stereo not drawn) | 1.9% | 1.8 | 1.5 | 7.4 | -0.095 | -0.12 | 0.055 | 0.46 | -8.0% | 0.85 | 894 | 14 | 844 | i | -9 | -1.8 | 1083 | 18 | 16
Cc1ccccc1N1C(=O)c2cccc3c(N(C)CCO)ccc(c23)C1=O | 0.1% | 3.7 | 1.5 | 2.7 | -1.1 | 0.64 | -0.49 | 0.21 | -1.3% | 0.7 | 994 | / | / | i | -40 | 0.0 | 1152 | -3 | 2
O=C(COC(=O)c1ccc(Cl)s1)c1cc2ccccc2o1 | -5.0% | 1.5 | 1.9 | 9.3 | -0.31 | 0.19 | 0.16 | 0.47 | -7.2% | -0.21 | 878 | -10 | 742 | i | 40 | -1.5 | 1038 | 20 | 21
O=C1CC(c2cccc(Br)c2)C2=C(CCCC2=O)N1 (stereo not drawn) | 2.4% | 1.4 | 2.4 | 11 | 0.16 | -0.16 | 0.071 | -0.24 | -5.5% | / | / | / | / | i | -9 | / | / | 1 | 17
O=[N+]([O-])c1ccc(N2CCOCC2)cc1NCCCO | -0.2% | 2.6 | 2.1 | 0.1 | -0.66 | -0.31 | 0.028 | 0.21 | -9.7% | -0.56 | 1499 | 2 | 773 | i | -4 | 0.4 | 959 | 0 | 16
COCCn1c(SCc2cnc(-c3ccccc3)s2)nnc1-c1ccncc1 | -0.2% | 2.1 | 1.8 | 7.9 | -0.44 | -0.17 | -0.057 | 0.16 | -2.0% | 0.71 | 1031 | / | / | i | -4 | -1.1 | 1207 | 8 | -9
CN(C(=O)C(Cl)Cl)c1ccc(OC(=O)c2ccco2)cc1 | -1.3% | 3.3 | 1.2 | 0.8 | 1.4 | -0.25 | 1 | 0.1 | -52% | / | / | -5 | 664 | i | -45 | / | / | 10 | -9
O=C(COC(=O)c1cccc([N+](=O)[O-])c1)NCc1cccs1 | -0.5% | 3.3 | 2.7 | 8.2 | 0.53 | 0.091 | 1.2 | -0.72 | -4.6% | 0.26 | 1235 | -11 | 681 | i | -7 | -2.7 | 1098 | 16 | 11
Cn1ncc([N+](=O)[O-])c1C(=O)NCc1ccccc1 | / | / | / | / | 1.3 | -0.24 | 0.57 | -1.1 | / | 0.21 | 1511 | 9 | 675 | / | / | 1.2 | 1140 | / | /
Cc1occc1-c1nnc(SCC(=O)c2ccc(Cl)cc2)n1CC1CCCO1 (stereo not drawn) | -1.5% | 1.2 | 0.9 | 9.7 | -1.1 | -0.2 | -0.51 | 0.63 | -2.9% | -0.33 | 1680 | / | / | i | 34 | -1.4 | 1371 | -10 | -12
COc1ccc(C2(O)CN(c3ccc(C)cc3)C3=[N+]2CCCC3)cc1 (stereo not drawn) | -1.0% | 1.8 | 1.4 | 5.9 | -0.7 | -0.21 | -0.74 | 0.95 | -2.2% | -1.8 | 1043 | -6 | 613 | i | 9 | 0.3 | 1481 | -6 | 6
c1ccc(-c2cnc(CSc3nnc4ccccn34)o2)cc1 | -2.4% | 2.0 | 1.8 | 1.3 | -0.72 | -0.2 | -0.19 | 1 | 2.8% | -0.38 | 1245 | 0 | 750 | i | -1 | 0.1 | 1036 | 3 | 20
Cc1cccc(NC(=S)NNC(=O)c2csc(C)c2)c1 | -1.6% | 2.5 | 2.5 | 7.4 | 0.38 | -0.27 | -0.071 | -0.57 | -2.4% | -0.86 | 1187 | -4 | 671 | i | -1 | / | / | -3 | -15

Compounds were not picked by outcome. Share with any hit: about 4%.
